Screens from PubChem BioAssay.
mABHD4 FP – ABHD4 (mouse) inhibition, primary FP screen. actives 0.54% (n = 370,000). AID 720543. inhibition, % at 8.92 µM. Q8VD66. purified mABHD4, FP-Rh probe fluorescence polarization;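 active = inhibition exceeding the mean over every tested compound plus 3 SD, cut at about 30% in these data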;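 also: 0% = plate median of compound wells and 100% = S159A mutant with DMSO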
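Doses – 8.92 µM, single dose · Material – wild-type mouse ABHD4 protein · Replication – single well per compound (singlicate) · Measure – percent inhibition of probe binding, normalized to plate controls · Schedule – 45 min compound pre-incubation plus 60 min probe step, 25 °C · Detection – fluorescence polarization with parallel and perpendicular emission, 525/598 nm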
PRMT1 inh – blocks human protein arginine methyltransferase 1. AID 652257. Q99873. inhibition, % at 2.79 µM. actives 1.3% (n = 370,000). recombinant PRMT1, activity-based probe fluorescence polarization;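 active = inhibition above about 21% made by adding two undisclosed values, limit read from the data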
TCR CD3 inh – blocks the human TCR-CD3 interaction. TAMRA-labeled TCR probe fluorescence, biochemical. inhibition, % at 9.4 µM. actives 0.37% (n = 360,000); in the data active = inhibition above about 19%;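 also: recombinant mutant TCR 2C K166C tagged with TAMRA read by polarization; 0% = receptor in buffer alone and 100% = receptor with positive control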
DDE Tn7 FP inh – inhibitors of Tn7 peptide binding to human fibrin DD(E); P02675; FP displacement of FITC-Tn7 peptide from fibrin DD(E); 0% = median of compound wells per plate; inhibition, % at 8.3 µM; actives 0.13% (n = 370,000); AID 720508;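 active = inhibition above the mean of compounds falling within the control limits plus 3 SD of them, cut at about 14% in these data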;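 also: 0% = plate median of compound wells and 100% = 10 µM Aha-Tn7 peptide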
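Assay system: human fibrin DD(E) protein / Input: 2 µM fibrin DD(E) / Benchmarks: high control of 10 µM Aha-Tn7 peptide / Measured by: fluorescence polarization of the labelled Tn7 tracer / Medium: Tris buffer with calcium and detergent, pH 7.8 / Timing: 10 min compound pre-incubation, 3 h probe incubation at room temperature / Repeats: one replicate per compound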
LEDGF integ inh – blocks HIV-1 LEDGF/p75-dependent DNA integration; TR-FRET IN-LEDGF/p75 DNA integration, Eu/Cy5; inhibition, % at 3.7 µM; actives 0.64% (n = 370,000);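 active = inhibition above the screen-wide mean plus 3 SD, cut at about 13% in these data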;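 also: signal is the Cy5 over europium emission ratio at 671 and 618 nm; 0% = plate median of compound wells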
TDP2 absorb – blocks human TDP2 phosphodiesterase activity; O95551; recombinant TDP2, T5PNP hydrolysis, p-nitrophenol absorbance 415 nm; inhibition, % at 12.8 µM; actives 0.34% (n = 370,000);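 active = inhibition above the mean of all tested compounds plus 3 SD, set per campaign, cut at about 25% in these data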;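 also: 0% = DMSO with enzyme and 100% = buffer with substrate but no TDP2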
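System: recombinant human TDP2 / Amount: 120 nM TDP2 per well / Also added: 5 mM T5PNP chromogenic substrate / Doses: 12.8 µM single point, 1% DMSO / Incubation: 2 h at 37 °C / Detection: p-Nitrophenol epi absorbance / Evaluation: % inhibition relative to enzyme-containing and enzyme-free wells / Repeats: singlicate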
HTRA1 inhibitor – blocks human HTRA1 serine peptidase; Q92743; recombinant HTRA1, FP-rhodamine activity-based probe, fluorescence polarization; inhibition, % at 5.96 µM; actives 0.5% (n = 340,000); AID 504803; in the data active = inhibition above about 36%;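 also: 0% = enzyme with DMSO and 100% = wells lacking enzyme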
SIAE inh – blocks human sialic acid acetylesterase; Q9HAT2; SIAE FP-Rh probe binding, fluorescence polarization; inhibition, % at 9.66 µM; actives 0.69% (n = 370,000);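 active = inhibition above a cutoff: mean of compounds within the control limits plus 3 SD of those, cut at about 17% in these data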;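 also: 0% = plate median of compound wells and 100% = probe without SIAE protein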
PG9 Ab binder – binds the HIV-1 gp120 antibody PG9; TR-FRET gp120-PG9 antibody binding; inhibition, % at 6.7 µM; actives 0.43% (n = 360,000); AID 624416; in the data active = inhibition above about 8.5%
UHRF1 MBD2 ctr – blocks human UHRF1 binding to methylated DNA; Q96T88; UHRF1 binding to methylated oligo, TR-FRET; inhibition, % at 4.4 µM; actives 0.75% (n = 370,000); in the data active = inhibition above about 21%;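 also: UHRF1 SRA domain binding a hemimethylated CpG hairpin DNA probe; 0% = median of test compound wells and 100% = reference inhibitor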
Target sequence (Q96T88 whole entry, looked up, the tested form may be a part): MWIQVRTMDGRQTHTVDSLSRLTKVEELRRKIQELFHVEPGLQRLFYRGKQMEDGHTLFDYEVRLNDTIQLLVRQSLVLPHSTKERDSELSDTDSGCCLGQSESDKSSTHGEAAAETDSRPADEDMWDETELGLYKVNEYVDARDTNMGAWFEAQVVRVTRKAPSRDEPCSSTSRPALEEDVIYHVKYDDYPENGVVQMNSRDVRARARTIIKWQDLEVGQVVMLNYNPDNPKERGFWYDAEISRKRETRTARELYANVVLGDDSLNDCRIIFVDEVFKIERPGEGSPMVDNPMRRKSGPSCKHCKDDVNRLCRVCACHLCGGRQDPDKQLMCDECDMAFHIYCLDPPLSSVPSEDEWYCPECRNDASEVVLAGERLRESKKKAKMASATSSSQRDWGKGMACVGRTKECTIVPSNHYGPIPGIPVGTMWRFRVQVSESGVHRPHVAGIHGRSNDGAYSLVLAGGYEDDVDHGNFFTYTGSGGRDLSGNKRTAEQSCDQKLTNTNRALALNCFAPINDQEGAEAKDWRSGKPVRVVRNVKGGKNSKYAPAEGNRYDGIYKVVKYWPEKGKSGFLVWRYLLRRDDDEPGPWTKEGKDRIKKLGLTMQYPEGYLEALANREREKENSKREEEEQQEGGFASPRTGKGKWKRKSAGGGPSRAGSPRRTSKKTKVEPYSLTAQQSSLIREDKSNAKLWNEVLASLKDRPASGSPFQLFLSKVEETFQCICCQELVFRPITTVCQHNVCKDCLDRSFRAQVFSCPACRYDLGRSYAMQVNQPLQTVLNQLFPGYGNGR
The depositor's hits bear a star; x = not tested or not shown; & = joins results of further samples.

SMILES	mABHD4 FP	PRMT1 inh	TCR CD3 inh	DDE Tn7 FP inh	LEDGF integ inh	TDP2 absorb	HTRA1 inhibitor	SIAE inh	PG9 Ab binder	UHRF1 MBD2 ctr
CCOc1cccc(/C=C/C(=O)O)c1	-3	-3	-2	-2	3	-5	3	3	-0.4	3
Cc1c(NC(=O)c2ccc3c4c(cccc24)CC3)c(=O)n(-c2ccccc2)n1C	-9	-4	-2	3	4	-2	4	14	0.2	-5
Cn1c(=O)[nH]c(=O)c2c1nc(N1CCOCC1)n2CCc1ccccc1	0	-1	2	-3	1	10	0	8	-0.2	5
Cc1ccc(C(=O)Nc2nnc(-c3ccncc3)s2)o1	-3	4	-5	-2	0	-13	-3	2	0.1	2
COC(=O)c1ccc(N2CCN(C)CC2)c(NC(=O)COc2ccc(C)cc2)c1	4	-3	10	5	-4	-4	-2	0	-0.8	1
CCC(C)(C)NC(=O)C(c1cccn1C)N(C(=O)Cn1nnc2ccccc21)c1ccc(F)cc1 (centres undefined)	2	3	-2	2	1	3	-2	0	0.4	1
CCOc1ccccc1N(CC(=O)O)S(=O)(=O)c1ccc(C)cc1	0	2	-6	4	0	-6	-9	0	-2.0	1
CCn1c(CNC(=O)c2cccc(C)c2)nnc1SCC(=O)NC1CCCCC1C (centres undefined)	0	1	-4	-4	-3	0	-1	1	-2.1	3
Cc1ccc(Nc2nc(NCCCN3CCOCC3)nc(N)c2[N+](=O)[O-])cc1	-1	0	-2	-7	2	-10	-2	-2	-0.6	-1
Cc1ccc(OCCN2CCN(C)CC2)c([N+](=O)[O-])c1	12	8	-5	1	1	6	6	-5	-1.8	8
C[C@]12C(=O)N(c3ccc(Br)cc3)C(=O)N1[C@@H]1c3ccccc3OC[C@@H]1[C@H]2c1ccccc1	-14	-2	14	1	-5	-2	-36	-4	1.4	-5
C[C@@H]1CN([C@H](C)CO)C(=O)c2cc(NC(=O)Nc3ccc(C(F)(F)F)cc3)ccc2O[C@H]1CN(C)S(=O)(=O)c1ccc(Cl)cc1	-99	3	54*	0	-2	1	-89	-159	0.2	-1
C=CCNS(=O)(=O)c1sccc1/C=N/O	-5	-2	4	4	0	-5	2	9	0.3	-3
C[C@H]1C=C(C(=O)NCc2nc3ccccc3[nH]2)O[C@@H](OCCCCO)C1	-6	41*	-9	5	-2	-4	-2	-3	-1.1	4
CCOC(=O)CNC(=O)COc1coc(CN2CCN(c3ccccc3F)CC2)cc1=O	5	3	-5	-6	3	11	-2	-2	0.3	18
C#CCOCCOCCOCCNc1nc(N2CCN(C(=O)[C@H](CCCCN)n3cc(CN)nn3)CC2)nc(N2CCN(C(=O)[C@H](CCCCN)n3cc([C@@H](N)[C@H](C)CC)nn3)CC2)n1	5	-1	3	1	0	3	3	1	0.2	12
C=CCOC(=O)Nc1ccc(Cl)cc1NC(=O)OCC=C	-5	0	-5	1	3	7	-1	7	-0.5	1
CC(=O)c1ccc2c(c1)CCN2	4	2	-2	3	-7	16	3	3	-0.9	0
CC(C)(C)c1ccc(C2/C(=C(\O)c3ccc4c(c3)OCCO4)C(=O)C(=O)N2CCCN2CCOCC2)cc1 (centres undefined)	-1	3	-1	0	-3	-12	-3	-1	0.9	-3
COc1cc(CNCCc2ccccc2F)ccc1OCc1ccc(Cl)nc1	3	2	-4	5	-2	-1	-3	-3	0.1	0

Entries of single compounds from above.
CCOc1cccc(/C=C/C(=O)O)c1 as listed: mABHD4 FP = -3; PRMT1 inh = -3; TCR CD3 inh = -2; DDE Tn7 FP inh = -2; LEDGF integ inh = 3; TDP2 absorb = -5; HTRA1 inhibitor = 3; SIAE inh = 3; PG9 Ab binder = -0.4; UHRF1 MBD2 ctr = 3
COc1cc(CNCCc2ccccc2F)ccc1OCc1ccc(Cl)nc1 as listed: mABHD4 FP = 3; PRMT1 inh = 2; TCR CD3 inh = -4; DDE Tn7 FP inh = 5; LEDGF integ inh = -2; TDP2 absorb = -1; HTRA1 inhibitor = -3; SIAE inh = -3; PG9 Ab binder = 0.1; UHRF1 MBD2 ctr = 0

More entries follow:
SMILES	mABHD4 FP	PRMT1 inh	TCR CD3 inh	DDE Tn7 FP inh	LEDGF integ inh	TDP2 absorb	HTRA1 inhibitor	SIAE inh	PG9 Ab binder	UHRF1 MBD2 ctr
N#C/C(=C(/O)C(Cl)c1ccccc1)c1nc2ccccc2s1 (centres undefined)	-4	2	8	-2	1	1	-17	-5	-1.4	1
Nc1c(C(=O)NCc2ccccc2)sc2nc3c(cc12)C(=O)CCC3	4	0	-2	-4	0	0	6	14	-4.3	-3
Cc1ccc2oc(-c3ccc(C)c(NC(=S)NC(=O)c4cccs4)c3)nc2c1	4	2	10	-5	0	9	5	-16	-3.0	0
CC(C)C(=O)N1CCN(CCN2C(=O)c3cccc4cccc(c34)C2=O)CC1	1	1	0	4	1	17	-4	-2	0.4	-3
CCCS(=O)(=O)NC(=O)C1(C)CCCN(C(=O)c2ccc(OC)cc2)C1 (centres undefined)	1	-4	8	-4	1	-7	x	-5	0.7	1
COc1ccccc1NC(C)=[N+](C)CCNS(=O)(=O)c1ccc(Cl)cc1	6	-1	-1	-3	-3	-13	5	6	-1.2	2
CCn1c2ccccc2c2cc(C=NNC(=O)c3cc(-c4ccc(OC)cc4)n[nH]3)ccc21	-32	-1	x	11	1	-4	x	-21	x	0
CCOC(=O)c1c(C)oc2cc(Br)c(OC)cc12	-5	-1	4	2	-1	-15	-4	-11	-2.5	6
COCCCN1C(=O)C(CC(=O)NC(c2ccccc2)c2ccccc2)CC(C(=O)N(C)C)=C1C (centres undefined)	1	0	9	-2	-1	-4	5	-6	-1.8	-2
Cc1nn(CC(=O)NCCC2=CCCCC2)c(C)c1[N+](=O)[O-]	-6	-2	-1	2	4	-6	-6	-3	-3.2	1
C=C(c1ccccc1C)[n+]1ccccc1	0	-5	0	-4	3	17	2	5	0.2	1
CCOC(=O)CSc1nnc(-c2c[nH]c3ccccc23)n1CC	-5	-2	9	4	-2	4	-9	4	1.6	1
Cc1cnc(C(=O)OCc2ccc(COC(=O)c3cnc(C)cn3)cc2)cn1	0	0	6	4	-1	-10	3	0	0.4	-3
Cc1cccc([C@@H]2[C@@H]3C(=O)N(Cc4ccccc4)C(=O)[C@@H]3[C@]3(C)C(=O)N(c4cccc(F)c4)C(=O)N23)c1	0	0	9	-9	1	-9	-12	-3	-1.6	-4
Cc1cc(S(=O)(=O)N2CCOCC2)ccc1NC(=O)c1ccc(F)cc1	3	0	4	2	1	3	3	4	-1.6	-2
O=c1c2cc3c(cc2[nH]c(=S)n1Cc1ccco1)OCO3	3	8	4	0	8	-6	-2	-1	-0.7	6
Cc1ccc2c(c1)N(C(=O)CCC(=O)NCc1cccc(Br)c1)CC(C)O2 (centres undefined)	-3	-2	1	7	-5	-3	-13	9	-2.0	-1
CC(CCO)Nc1nc2c([nH]1)c(=O)n(C)c(=O)n2C (centres undefined)	-13	3	-4	-7	-2	-19	3	-2	-2.8	6
Cc1ccc(C2(C)NC(=O)N(CC(=O)N(C)CC(=O)Nc3cccc(F)c3)C2=O)cc1 (centres undefined)	-3	-4	6	9	-1	1	-3	9	1.1	-2
CN1Cc2c(N)cccc2C(c2ccccc2)C1 (centres undefined)	9	44*	6	-1	2	1	1&4	2	1.4	-11
O=C(COc1ncnc2cc([N+](=O)[O-])ccc12)NC1CCCCC1	9	-3	6	-4	3	-2	1	4	-2.3	-3
Cc1ccc(S(=O)(=O)N2C[C@H]3n4c(=O)ccc(=O)n4C[C@H](OC(=O)NC4CC4)[C@@]3(O)C2)cc1	1	-3	3	2	6	7	5	6	0.5	-1
O=C(O)c1ccc(Cl)c(NC(=S)NC(=O)c2ccccc2[N+](=O)[O-])c1	-9	23*	9	-5	-2	-16	5	-4	-0.3	5
CCc1ccc(N(CC(=O)Nc2ccc(NC(C)=O)cc2)S(=O)(=O)c2ccccc2)cc1	6	0	1	7	-2	2	-4	7	-0.5	0
CCCOc1ccc(C(C)=O)cc1CSc1nc(O)cc(=O)[nH]1	3	3	2	-3	0	-1	-28	-1	-0.1	-1
Cc1nc(N2CCOCC2)nc(N2CCCCC2)c1[N+](=O)[O-]	-1	2	3	4	1	-9	-4	3	-2.2	-5
Cc1ccccc1OCC(=O)NNC(=O)Nc1ccccc1	-8	-9	4	1	7	-12	0	-8	-2.9	1
COc1cccc(/C=C2\SC(=S)N(CCC(=O)NNC(=O)c3ccccc3OC)C2=O)c1	3	-2	41*	-5	-2	6	39*	5	-2.1	-3
Fc1ccccc1-c1nc(NCc2ccccc2)c2ccccc2n1	-19	1	7	-9	0	10	x	-24	-1.2	-1
Cc1ccc(S(=O)(=O)N2CCOCC2)cc1NC(=O)COC(=O)c1cccnc1Cl	-11	-2	-4	6	5	-17	9	-2	1.6	2
Cn1c(=O)c2nnn(/N=C(\c3ccccc3)C3CC3)c2n(C)c1=O	-3	1	-4	1	1	2	-3	-1	1.6	2
COc1ccc(Cl)cc1NC(=S)NCCCN1CCCC1=O	-1	-1	0	2	-1	6	-10	3	1.5	-1
CN(NC1OC(=O)c2ccccc21)c1ncc(C(F)(F)F)cc1Cl (centres undefined)	-3	-1	-3	-2	-4	9	5	2	-0.6	1
CN(C)CCCNc1cc(Cl)c(S(=O)(=O)N2CCCCC2)cc1C(=O)O	-1	0	6	-2	1	1	-6	6	-1.0	0
O=S(=O)(NCc1ccco1)c1cccc2cccnc12	-2	-1	10	6	2	-4	2	4	-1.0	-6
Nc1c(Cl)cc(-c2csc(NC(CO)c3nc4ccccc4n3CCOCCO)n2)cc1Cl (centres undefined)	-14	5	-1	2	1	-10	-2	7	2.0	-1
CCOCCCNC(=S)N1CCN(Cc2ccc3c(c2)OCO3)CC1	-3	8	-2	6	1	-10	6	-2	1.1	3
COC(=O)C(Cc1csc2ccc(Cl)cc12)NC(=O)c1ccc(Cl)cc1 (centres undefined)	-8	-1	1	-6	-4	7	-38	-12	0.1	0
COc1ccc(S(=O)(=O)N(C)c2ccc(C(=O)N3CCC(C(N)=O)CC3)cc2)cc1OC	4	-4	3	-1	-1	6	9	4	-3.4	1
CC(=O)Nc1ccc(S(=O)(=O)NNC(=O)c2cccc([N+](=O)[O-])c2)cc1	-7	0	5	-1	1	-23	2	-9	-3.5	-2
COC1CCCN(C(=O)c2ccc3nc(Cc4cccc(Cl)c4)oc3c2)C1 (centres undefined)	0	2	5	4	-1	12	-4	1	-0.4	0
O=C(NCCc1cn2ccccc2n1)c1cc(COc2c(F)cccc2F)on1	-5	0	5	-2	6	3	-5	-1	-1.5	0
O=C(COc1ccc2ccccc2c1)Nc1cccnc1Cl	2	-3	-2	-2	4	-9	1	11	6.9	-3
